PhoP GFP inhibition: Inhibition of PhoP regulon, Salmonella typhi GFP reporter cells, confirmation, 4 h (AID 1850); Salmonella Typhi PhoP-promoter GFP reporter, fluorescence, 4 h; higher % means a stronger effect; inhibition, % at 50 µM; hits with a dose series show IC50 in µM; actives 0.33% (n = 310,000); in the data active means a potency from the dose series; inconclusive means inhibition mostly from about 25% at the one dose, without a potency; inactive means the rest, 99 in 100 with inhibition below about 19%;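 further: 0% = induced wells with vehicle and 100% = uninduced wells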
VEEV TC-83 Vero: inhibitors of VEEV TC-83 cytopathic effect, confirmation, Vero cells (AID 588727); Vero cells, VEEV TC-83 cytopathic effect inhibition; higher % means a stronger effect; inhibition, % at 20 µM; hits with a dose series show IC50 in µM; actives 0.13% (n = 350,000); in the data active means a potency from the dose series; inconclusive means inhibition mostly from about 14% at the one dose, without a potency; inactive means the rest, 99 in 100 with inhibition below about 12%; further: strong numbers were not always called active
tuberculosis growth: growth inhibition of non-replicating M. tuberculosis (AID 488890); Mycobacterium tuberculosis non-replicating, growth inhibition; higher % means a stronger effect; inhibition, % at 25 µM; hits with a dose series show IC50 in µM; actives 0.39% (n = 320,000); in the data active means a potency from the dose series; inconclusive means inhibition mostly from about 82% at the one dose, without a potency; inactive means the rest, 99 in 100 with inhibition below about 76%;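 further: plate controls were DMSO cells for no effect and high antibiotic wells for full effect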
H1N1 NS1A inhibition: H1N1 influenza NS1A inhibitors, functional cell based assay (AID 504329). NS1A functional cell-based assay, percent inhibition; higher % means a stronger effect. inhibition, % at 12.5 µM; hits with a dose series show IC50 in µM. actives 0.3% (n = 340,000); in the data active means a potency from the dose series; inconclusive means inhibition above about 27% without an active follow-up result; further: strong numbers were not always called active
M. tuberculosis HTS: M. tuberculosis growth inhibition, HTS (AID 449762). M. tuberculosis H37Rv growth inhibition, 7H9 media; higher % means a stronger effect. actives 0.59% (n = 330,000). one-dose inhibition, % at 25 µM; IC50 in µM for titrated hits; in the data active means a potency from the dose series; inconclusive means inhibition above about 70% without an active follow-up result;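 further: bacterial growth assessed after seven days of incubation; strong numbers were not always called active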
VEEV TC-83 Vero 10K pilot screen: second read-out of VEEV TC-83 Vero, no call of its own (marks repeat the call); inhibition, %; measured here: 10K pilot screen inhibition
The depositor's hits bear a star; i = inactive; ? = inconclusive; / = not tested or not shown. Rows are unselected, and some 1.5% of all compounds hit somewhere here.

SMILES	PhoP GFP inhibition	VEEV TC-83 Vero	tuberculosis growth	H1N1 NS1A inhibition	M. tuberculosis HTS	others
Fc1ccc(N2CCN(c3ncnc4nc[nH]c34)CC2)cc1	-15%	11%	/	-5%	1%
Fc1ccccc1-c1n[nH]c(=S)n1CC1CCCO1 (centres undefined)	5%	1.0%	-19%	-18%	-3%
CC(NC(=O)Nc1ccc(F)cc1F)c1ccncc1 (centres undefined)	11%	2.3%	2%	2%	-13%
COCCNC(=S)Nc1cc(S(=O)(=O)N2CCOCC2)ccc1N1CCCCC1	2%	0.8%	?	-3%	0%
CC(C)C(=O)N(Cc1ccc(F)cc1)Cc1nc2ccccc2c(=O)[nH]1	3%	3.1%	22%	5%	-1%
CN(C)c1ccc(NC(=O)COC(=O)CNC(=O)c2cccs2)cc1	/	i	-5%	-8%	-7%
COC(=O)c1ccccc1NC(=S)NC(=O)c1ccc2c(c1)OCO2	-3%	6.7%	?	-3%	3%
CSc1cccc(CN2CCN(CCC(C)C)C(CCO)C2)c1 (centres undefined)	6%	0.4%	32%	16%	-6%
Cc1cc(OC(C)C)nc(NCc2ccccc2)n1	2%	i	3%	2%	6%
Cc1cccc(NC(=O)CS(=O)(=O)c2cn(C)c3ccccc23)c1	-13%	10%	18%	-4%	-4%
CCOc1ccc(Oc2ccccc2NC(=O)CCNC(C)=O)cc1	-2%	0.1%	-2%	7%	-3%
O=C(COC(=O)c1cc[n+]([O-])cc1)Nc1cccc(F)c1	/	1.3%	10%	-2%	5%
Cc1cc(CNCc2cn(C)nc2-c2ccc(Oc3ccccc3)cc2)on1	-7%	4.1%	14%	-7%	-6%
CC(C)[C@H](NC(=O)OCc1ccccc1)C(=O)OCC(=O)NC1CCCCC1	-3%	0.3%	19%	3%	2%
O=C(CC(=O)c1ccccc1)Nc1cc([N+](=O)[O-])ccc1Cl	-8%	0.9%	5%	-7%	-3%
COc1ccc2c(c1)[C@H]1[C@H](CO2)[C@H](c2ccccc2)[C@]2(C)C(=O)Nc3ccc(Cl)cc3C(=O)N12	/	1.5%	/	-4%	/	VEEV TC-83 Vero 10K pilot screen=3.6
CN1/C(=C\C(=O)Nc2cccc(Cl)c2)C(C)(C)c2ccccc21	-8%	i	23%	3%	?
COc1ccc(/C(C)=N/NC(=O)c2cc(C)[nH]n2)c(OC)c1	1%	0.8%	29%	-1%	-9%
CN(CC(=O)Nc1ccc(Cl)c(C(F)(F)F)c1)C(=O)c1ccc(OCC2CCCO2)cc1 (centres undefined)	-8%	3.2%	19%	10%	44%
O=C(COC(=O)Cc1ccccc1)Nc1ccc(F)cc1	-4%	0.8%	77%	-2%	-6%
Cc1ccccc1NC(=S)NCc1cccs1	6%	2.0%	21%	-5%	0%
COc1ccc(N2C(=O)NC(=O)/C(=C/c3ccc([N+](=O)[O-])s3)C2=O)cc1	0%	48%	i	/	?
CC(C)C(NS(=O)(=O)c1ccccc1)C(=O)N1CCN(C(=O)c2ccco2)CC1 (centres undefined)	-7%	3.3%	-10%	-4%	5%
CC(c1ccco1)N(C(=O)COc1ccc(Cl)cc1)c1ccccn1 (centres undefined)	-3%	6.1%	7%	-1%	-5%
CC(=O)CSc1ccc(C(=O)O)cn1	-2%	1.2%	-6%	1%	-3%

The list goes on; the last 2 above are carried over.
SMILES	PhoP GFP inhibition	VEEV TC-83 Vero	tuberculosis growth	H1N1 NS1A inhibition	M. tuberculosis HTS	others
CC(c1ccco1)N(C(=O)COc1ccc(Cl)cc1)c1ccccn1 (centres undefined)	-3%	6.1%	7%	-1%	-5%
CC(=O)CSc1ccc(C(=O)O)cn1	-2%	1.2%	-6%	1%	-3%
COCCNC(=O)C(c1ccc(Cl)cc1)N(CCOC)C(=O)CCC(=O)Nc1nccs1 (centres undefined)	-19%	0.1%	-2%	0%	-3%
COc1cc(C(=O)NNC(=O)Cc2ccc(S(=O)(=O)N3CCOCC3)s2)cc(OC)c1OC	-13%	2.7%	-8%	-10%	-16%
O=C(CN1CCC(O)(c2ccc3c(c2)OCO3)CC1)NC1CCCCC1	-9%	0.5%	9%	4%	4%
CC(C)C[C@@H](CNCC(=O)[C@H](CC(C)C)NC(=O)c1[nH]cnc1C(=O)N[C@@H](C)CN)NC(=O)c1nc[nH]c1C(=O)N[C@@H](Cc1ccccc1)C(=O)O	/	i	/	-5%	/
CCCCn1c(N2CCCC2)nc2c1c(=O)[nH]c(=O)n2C	-6%	i	-11%	-1%	-9%
Cc1ccc(-n2nc(C(=O)N/N=C/c3cccc(C(F)(F)F)c3)c3ccccc3c2=O)cc1C	6%	/	-4%	/	1%
C[C@H](CO)N1C[C@H](C)[C@@H](CN(C)CC2CCCCC2)Oc2c(NC(=O)C3CC3)cccc2C1=O	/	6.2%	47%	-8%	8%
O=c1c2ccccc2ncn1CCCSc1ccc(Cl)cc1	6%	0.4%	73%	-2%	-2%
O=C(Cc1ccccc1)Nn1cnc2ccccc21	5%	0.2%	6%	-9%	4%
COc1ccc(C(=O)Nn2cnnc2)cc1OC	0%	i	-11%	-10%	7%
CC(C)NS(=O)(=O)c1ccc(OCC(=O)N2CCCC2)cc1	2%	0.7%	19%	7%	2%
CCOc1ccc(/C=C2/Sc3ccc(C(=O)NCC4CCCO4)cc3N(C)C2=O)cc1OC (centres undefined)	10%	6.3%	25%	-1%	?
O=C(c1ccccc1)C(Nc1cccc([N+](=O)[O-])c1)c1ccccc1 (centres undefined)	/	?	/	-21%	/
NC(=O)c1ccc(NC(=O)COC(=O)c2ccc3c(c2)OCCO3)cc1	-16%	0.9%	7%	-5%	-4%
C=CCN(CC=C)C(=O)Nc1ccc(OCC)cc1	-4%	i	33%	-3%	3%
CC(=O)Nc1sc2c(c1-c1nc3ccccc3s1)CCN(C(C)C)C2	20%	i	6.3µM*	-8%	5.9µM*
Cc1cccc(N2CCN(S(=O)(=O)c3c(C)[nH]c(C)c3C(=O)N3CCCC3)CC2)c1C	-29%	0.1%	17%	-11%	11%
Cc1ccc(NC2=NC(c3ccc(O)cc3)n3c(nc(C)cc3=O)N2)cc1 (centres undefined)	-1%	1.9%	17%	19%	4%
CSc1ccc(CNc2cccc3ccccc23)cc1	-5%	?	13%	0%	6%
CC(C)OCCCn1c(=NC(=O)c2ccncc2)c(C#N)cc2c(=O)n3ccccc3nc21	-12%	1.7%	-5%	2%	1%
C[C@@H](NC(=O)C1(c2ccccc2)CCN(C(=O)OC(C)(C)C)CC1)C(=O)N[C@@H](Cc1ccccc1)C(=O)O	-7%	1.4%	-15%	-14%	-15%
O=C(CN1c2cccc3cccc(c23)S1(=O)=O)Nc1ccc(S(=O)(=O)N2CCOCC2)cc1	1%	1.1%	5%	4%	-3%
O=C(c1ccccc1)c1ccc(C(=O)N2CCN(c3ccccc3)CC2)cc1	0%	1.3%	23%	-1%	-6%
CC(=O)Nc1ccc(S(=O)(=O)N(C)CC(=O)OCC(=O)NC(C)C23CC4CC(CC(C4)C2)C3)cc1 (centres undefined)	0%	0.5%	22%	0%	-10%
CCCN(CCC)CC(O)COc1ccc([N+](=O)[O-])cc1 (centres undefined)	3%	0.9%	-4%	-1%	-2%
(further entries)
SMILES	PhoP GFP inhibition	VEEV TC-83 Vero	tuberculosis growth	H1N1 NS1A inhibition	M. tuberculosis HTS	others
CCOC(=O)[C@@H]1[C@H]2COc3ccc(Br)cc3[C@H]2N2C(=O)N(c3ccc(C)cc3)C(=O)[C@]12C	3%	i	32%	-6%	2%
COc1ccc2ccccc2c1/C=N/NC(=O)c1cccc([N+](=O)[O-])c1	7%	0.5%	1%	-9%	-6%
COc1ccc(CC(=O)Nc2ccc(-c3ccc4nnc(C)n4n3)cc2)cc1OC	18%	1.9%	-9%	-1%	10%
N#CCOc1nc(N2CCCCC2)nc(N2CCCCC2)n1	-3%	i	5%	2%	10%
COc1ccc(OC)c(-n2c(SCC(=O)Nc3cccc(S(N)(=O)=O)c3)nc3ccccc3c2=O)c1	-5%	5.7%	11%	-14%	-5%
Cc1cccn2c(=O)c3cc(C(=O)NCCN4CCOCC4)c(=N)n(CCCN4CCOCC4)c3nc12	3%	0.2%	11%	10%	-2%
COc1cc(C2Nc3cccc4cccc(c34)N2)cc(OC)c1OC(C)=O	1%	7.7%	4%	-10%	-1%
C/C=C(\C)C(=O)Nc1cccc(C2=NOC3(C2)C[C@H](C(N)=O)N(C(=O)c2cc([N+](=O)[O-])cc([N+](=O)[O-])c2)C3)c1 (some centres undefined)	-9%	6.2%	71%	-26%	1.3µM*
COC(=O)c1ccccc1NS(=O)(=O)c1ccc(Cl)nc1	0%	0.3%	31%	7%	6%
COCCCNC(=S)N/N=C/c1cccc(OC)c1O	-4%	1.4%	?	/	?
N#Cc1c(-c2ccccc2)cc(-c2ccccc2)nc1SCC(=O)NCC(=O)O	4%	0.1%	2%	-17%	-1%
c1cc(C2CCCCC2)ccc1Oc1nc(N2CCOCC2)nc(N2CCOCC2)n1	6%	i	-5%	-8%	-1%
Cc1nc(SCC(=O)NCc2ccc3c(c2)OCO3)c(C#N)c2c1CCCC2	-2%	1.6%	27%	11%	10%
CC(C)CCNC(=O)COC(=O)c1ccc(Br)o1	-8%	2.5%	5%	1%	8%
O=C(N/N=C/C(Br)=C/c1ccccc1)C1CC1	0%	11%	68%	-15%	23%
CC1CC(C)CN(C(=O)C(NS(=O)(=O)c2ccc3c(c2)oc(=O)n3C)C(C)C)C1 (centres undefined)	0%	4.8%	/	-3%	-16%
C[C@]12CC[C@@H](O)CC1=CC(=O)C1C2CC[C@]2(C)C(=O)CCC12 (some centres undefined)	/	0.6%	22%	-21%	3%
O=c1c(Cl)c(N2CCN(c3ccccc3)CC2)cnn1C12CC3CC(CC(C3)C1)C2	8%	0.8%	25%	5%	6%
Nc1c(Cl)cc(-c2csc(N3CCCC3c3nc4cc(Cl)c(Cl)cc4n3CCCO)n2)cc1Cl (centres undefined)	0%	i	-5%	9%	1%
Cc1nc2ccc(NS(=O)(=O)c3ccc(F)c(C)c3)cc2[nH]1	-3%	i	48%	-8%	-6%
Cc1cccc(C(=O)NC2CCN(S(=O)(=O)c3ccccc3)CC2)c1	10%	i	-4%	3%	0%
Cn1ncc(Cl)c1C(=O)Nc1cc(C(F)(F)F)ccc1F	0%	i	-4%	-18%	-24%
O=C(Cc1ccc(S(=O)(=O)N2CCOCC2)s1)N1CCN(S(=O)(=O)c2ccc(Cl)cc2)CC1	/	0.2%	27%	-8%	4%
Cc1ccc(NC(=O)C(=O)NN)cc1	17%	?	25%	1%	67%
COc1cc(C(=O)n2cnc3ccccc32)c([N+](=O)[O-])cc1OC	6%	0.5%	2%	21%	2%

4 entries from above, sorted by molar mass, lowest first.
SMILES	PhoP GFP inhibition	VEEV TC-83 Vero	tuberculosis growth	H1N1 NS1A inhibition	M. tuberculosis HTS	others
Cc1nc2ccc(NS(=O)(=O)c3ccc(F)c(C)c3)cc2[nH]1	-3%	i	48%	-8%	-6%
COC(=O)c1ccccc1NC(=S)NC(=O)c1ccc2c(c1)OCO2	-3%	6.7%	?	-3%	3%
CC(=O)Nc1sc2c(c1-c1nc3ccccc3s1)CCN(C(C)C)C2	20%	i	6.3µM*	-8%	5.9µM*
COc1ccc(N2C(=O)NC(=O)/C(=C/c3ccc([N+](=O)[O-])s3)C2=O)cc1	0%	48%	i	/	?

Additional compounds follow.
SMILES	PhoP GFP inhibition	VEEV TC-83 Vero	tuberculosis growth	H1N1 NS1A inhibition	M. tuberculosis HTS	others
CCCCOc1ccc(C(=O)NC)cc1	-14%	0.4%	28%	-7%	19%
Cn1ncc(C#N)c1/N=C/N1CCCC1	0%	1.8%	-11%	-4%	9%
COc1cc2[nH]c3c(OC)ncnc3c2cc1OC	-10%	11%	0%	-4%	-5%
Cc1cccc(CCNS(=O)(=O)c2ccc(S(=O)(=O)NC3CCCC3)cc2)c1	-6%	1.1%	18%	3%	10%
Cc1ccccc1Nc1nnc(SCc2nc3ccccc3c(=O)[nH]2)s1	5%	/	-12%	/	5%
CC1Cc2ccccc2N1Cc1cccc([N+](=O)[O-])c1 (centres undefined)	10%	3.6%	3%	15%	3%
COc1ccc(NC(=O)C2CC(c3cc(OC)c(OC)c(OC)c3)=NO2)cc1OC (centres undefined)	-3%	3.7%	15%	12%	-5%	VEEV TC-83 Vero 10K pilot screen=5.7
CC1CCN(CC(O)COCCC23CC4CC(CC(C4)C2)C3)CC1 (centres undefined)	-2%	i	43%	-8%	-1%
O=C(c1cc(S(=O)(=O)N2CCOCC2)ccc1F)N1CCC2(CC1)OCCO2	0%	0.5%	13%	-3%	-1%
O=C(O)c1cc(O)ccc1-c1ccc(O)cc1	0%	1.1%	-20%	2%	-10%

High-throughput results deposited in PubChem BioAssay by Southern Research Specialized Biocontainment Screening Center.
